# MEKK2 WT-MEK5: raises or lowers MEK5 binding to wildtype human MEKK2 PB1 domain. bead flow cytometry, Alexa488-MEK5 binding to MEKK2 WT; actives lie on both sides. hit rate 1.1% among 290,000. binding response (% of control), % at 10 µM. AID 1531; in the data active means binding response below about 67% or above about 130%
# UBC9 SUMO inh: blocks human SUMOylation mediated by UBC9 | hit rate 0.36% among 290,000 | inhibition, % at 35 µM | HTRF SUMOylation assay, SAE1/SAE2 + UBC9, in vitro | P63279 | AID 2006; in the data active means inhibition above about 50%, passing the limit was not always enough; further: strong numbers were not always called active
# Target sequence (P63279 whole entry, looked up): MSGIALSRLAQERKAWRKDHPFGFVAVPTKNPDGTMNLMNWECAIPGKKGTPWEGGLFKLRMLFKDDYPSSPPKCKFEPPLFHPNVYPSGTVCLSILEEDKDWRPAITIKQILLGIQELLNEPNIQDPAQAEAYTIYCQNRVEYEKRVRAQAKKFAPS
# VIM-2 inhibitor: inhibitors of Pseudomonas aeruginosa VIM-2 metallo-beta-lactamase. purified VIM-2, nitrocefin hydrolysis, epi-absorbance fluorescence. inhibition, % at 5.6 µM. hit rate 0.89% among 290,000. AID 1527;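 active means inhibition above the mean of all tested compounds plus 3 SD, cutoff set per screening run, cut at about 7.5% in these data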;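 further: red hydrolysis product quenches plate fluorescence so inhibitors raise well fluorescence; 0% = enzyme with DMSO and 100% = DMSO without enzyme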
# PfM18AAP inh: blocks P. falciparum M18 aspartyl aminopeptidase | recombinant PfM18AAP, H-Glu-NHMec fluorogenic cleavage | inhibition, % at 7.35 µM | hit rate 1.2% among 290,000 | AID 1822;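 active means inhibition above the campaign mean inhibition over all tested compounds plus 3 SD, cut at about 28% in these data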;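 further: 0% = plate median of test compound wells and 100% = 2 mM ZnCl2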
# NALP1 inh: inhibitors of NALP1 inflammasome in yeast; inhibition, % at 10 µM; hit rate 0.61% among 280,000; S. cerevisiae NALP1/ASC/caspase-1 growth, X-gal OD620, 72 h; in the data active means inhibition mostly above about 24%, no sharp cut-off; inactive means mostly below about 32%; further: some compounds called inactive have numbers as strong as hits
# IMP-1 inh: blocks Pseudomonas aeruginosa IMP-1 metallo-beta-lactamase. purified IMP-1, nitrocefin hydrolysis, epi-absorbance fluorescence. inhibition, % at 5.6 µM. hit rate 0.45% among 290,000. AID 1556;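 active means inhibition above the mean plus 3 SD of all compounds in the same screening run, cut at about 4.5% in these data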;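 further: 0% = IMP-1 with DMSO and 100% = DMSO wells lacking enzyme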
#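 System: purified IMP-1 / Input: IMP-1 dispensed at 0.2 nM / Medium: 50 mM HEPES pH 7.1, 50 µM ZnSO4, 0.05% Brij 35 / Timing: 15 min enzyme–compound preincubation, then 25 min nitrocefin reaction, 25 °C / Technique: plate fluorescence quenching by hydrolysis product, ex 480/em 530 nm / Repeats: singlicate testing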
# FID counter: fluorescent intercalator displacement, NS3 helicase counter-screen; hit rate 0.17% among 290,000; inhibition, % at 7.9 µM; DNA fluorescent intercalator displacement, fluorescence; AID 1845; in the data active means inhibition above about 37%;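 further: 0% = vehicle and 100% = reference compound; higher means more ethidium bromide displaced from hairpin DNA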
# HCV NS3 hel inh: HCV NS3 helicase inhibition; hit rate 0.56% among 290,000; inhibition, % at 10.9 µM; NS3 helicase DNA unwinding, Cy5 molecular beacon fluorescence;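 active means inhibition above the mean of all tested compounds plus 3 SD, set per campaign, cut at about 35% in these data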;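 further: 0% = DMSO wells and 100% = thioflavine S control wells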
#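 System: Hepatitis C virus NS3 helicase domain fragment enzyme | Reagent: Annealed dual-labelled DNA beacon duplex, ATP-started | Compound dosing: 10.9 µM single point, 0.8% DMSO | Incubation: 1 h reaction at 25 °C, ATP-initiated | Technique: Cy5 fluorescence | Evaluation: Percent inhibition from t60/t0 fluorescence ratio | Benchmarks: Low DMSO, high thioflavine S at 110 µM | Replication: Singlicate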
# MEKK2 mut-MEK5: signal of MEK5 binding to mutant human MEKK2 PB1 domain; bead flow cytometry, Alexa488-MEK5 binding to MEKK2 mutant; percent response, % at 10 µM; hit rate 0.35% among 290,000; in the data active means percent response above about 24%, passing the limit was not always enough; further: inactives centre near 1; some results filed as inactive read as strong as hits
# Numbers without * were called inactive; · = not tested or not shown.
SMILES,MEKK2 WT-MEK5,UBC9 SUMO inh,VIM-2 inhibitor,PfM18AAP inh,NALP1 inh,IMP-1 inh,FID counter,HCV NS3 hel inh,MEKK2 mut-MEK5
C/C(=N\NC(=O)c1ccn(C)n1)c1cccc(NC(=O)c2ccncc2)c1,103.0,-10.9,-3.7,-5.5,26.8,-1.4,-2.0,9.0,1.0
CC(=O)NC1(NC(C)=O)CCN(C)CC1,96.0,4.6,-0.9,-1.7,-15.5,-1.5,0.2,-2.2,-1.0
CCC(C)(C)n1nnnc1C(C(C)C)N(CCCO)Cc1cc2cc(C)ccc2[nH]c1=O (centres undefined),96.0,16.3,-2.5,12.3,-7.8,-1.9,-5.8,9.2,-2.0
COC(=O)c1ccc(CO/N=C2\CCCc3nonc32)cc1,105.0,10.4,-4.5,6.4,-2.1,-2.6,-8.3,6.5,5.0
Cn1c(SCC(N)=O)nnc1-c1ccc(S(=O)(=O)N2CCCC2)cc1,94.0,3.1,-0.8,-0.4,1.6,-1.1,-4.5,9.2,-3.0
COc1ccc(C(CCN)c2ccc3c(c2)OCO3)cc1 (centres undefined),124.0,12.2,-2.5,9.5,22.7,-2.6,-3.4,-34.8,28.0*
CC1CCN(C(=O)N[C@@H](Cc2ccccc2)C(=O)O)CC1,101.0,10.6,-3.1,-3.2,-0.3,-3.0,-2.1,-3.2,5.0
COc1ccc(/C=C(/Sc2nnc(-c3ccc(Cl)cc3)o2)C(=O)O)cc1,99.0,2.3,-2.3,0.2,-3.6,-1.9,3.9,4.4,-1.0
C=CCN=C(NC#N)SCC(=O)NCc1ccccc1,102.0,20.9,-2.4,8.7,3.4,-1.9,-2.0,5.2,16.0
CO/N=C\Cc1oc(=O)c(NC(=O)c2ccccc2)cc1C(=O)OC,110.0,14.6,-4.0,-5.0,5.3,-5.2,-5.2,2.8,10.0
OCCC1CN(Cc2ccc(F)cc2Cl)CCN1CCc1ccccc1 (centres undefined),111.0,9.5,-1.6,-3.8,12.8,-2.1,-4.6,-6.9,11.0
COc1ccc(C2C(C(N)=O)=C(C)Nc3nc(-c4cccc(Cl)c4)nn32)cc1OC (centres undefined),94.0,0.8,-4.0,-11.3,13.4,-3.5,-16.4,1.0,-6.0
Cc1ccc(S(=O)(=O)N2CCCCCC2)cc1C(=O)Nc1cccnc1,93.0,-5.9,-1.4,-4.1,2.9,-3.0,-28.7,-13.5,-5.0
O=C(CSc1nnc(NC(=O)C2CC2)s1)Nc1ccc(F)cc1,100.0,-1.5,-2.8,4.8,16.5,-3.6,1.0,2.2,-1.0
C=CCn1c(COc2ccc(Cl)cc2)nnc1SCc1ccc(C#N)cc1,92.0,2.7,-3.0,0.4,4.3,-2.6,-11.9,-8.6,-3.0
CN(C)S(=O)(=O)N1CCC(Oc2ccc(C(=O)NCCc3cscn3)cc2)CC1,112.0,15.2,-2.0,-3.6,6.8,-1.4,-36.2,3.8,11.0
CCCn1c(NC(=O)c2cccc(S(=O)(=O)N3CCCC3)c2)nc2ccccc21,100.0,-20.2,-1.6,-1.6,2.7,-2.7,-26.7,-9.6,-1.0
COc1ccc(Oc2nc(-c3ccccc3)ncc2C(=O)O)cc1,103.0,8.7,-2.2,1.4,-2.0,-3.0,-22.8,8.6,-3.0
COC(=O)c1ccccc1NC(=O)CCCn1nc([N+](=O)[O-])cc1C,94.0,6.3,-1.5,-0.3,-8.7,-1.5,-14.6,3.7,0.0
CS(=O)(=O)Nc1ccccc1N=C(c1ccccc1)c1ccccc1,104.0,-1.3,-0.7,-1.9,-76.2,-0.5,-0.3,-6.3,2.0
CCC(=O)c1cn(CC(=O)NCc2cccnc2)c2ccccc12,84.0,9.8,-1.1,-5.4,2.9,-1.9,-0.9,-11.3,-8.0
CCOC(=O)c1sc(NC(=O)c2ccc(OC(C)=O)cc2)nc1C,93.0,30.0,-0.7,-3.8,-2.6,-2.1,-0.8,12.9,-9.0
CCOC(=O)/C(C#N)=C\c1cccnc1,107.0,7.3,-1.2,-1.5,17.5,0.1,-10.9,-3.6,0.0
Cc1nc(C(=O)N2CCCC(C(=O)c3ccc(Cl)cc3)C2)cs1 (centres undefined),109.0,11.3,-3.0,-2.8,-3.4,-3.4,-16.2,6.8,9.0
CCCCNC(=O)/C=C/c1ccc(OC)c(Br)c1,103.0,-0.4,-2.0,-0.2,37.2,-3.5,-10.1,-3.7,0.0
COC(=O)c1ccc(C(=O)OC)c(NC(=S)N2CCC(N3CCCCC3)CC2)c1,97.0,15.8,-2.0,5.3,-18.7,-1.8,1.7,1.2,2.0
Cc1cc(C)n(CC(=O)c2cccc(N)c2)n1,105.0,2.2,-1.6,1.6,-10.9,-1.9,-1.9,0.1,2.0
COCCCNC(=O)C(F)(F)C(F)(F)C(=O)NCCCOC,105.0,9.9,-4.3,-5.6,14.9,-5.9,3.3,-2.0,7.0
CCOC(=O)CNC(=O)C1c2cc(OC)c(OC)cc2C(=O)N(C)C1c1ccccc1F (centres undefined),117.0,23.4,-3.4,-15.2,24.9,-2.6,-15.0,3.9,4.0
Cc1ccc2nc(-c3ccc(NC(=O)C(C)N4C(=O)c5ccccc5C4=O)cc3)sc2c1 (centres undefined),104.0,9.2,-0.5,2.0,4.5,-3.0,-9.2,-12.3,-1.0
CC(C)Oc1ccc(CNC(=O)CCC(=O)N2CCSc3ccccc32)cc1,99.0,-7.2,-2.8,3.5,16.4,-3.8,-37.0,-8.0,-3.0
CCOC(=O)c1c(NC(=O)c2ccccc2C)sc2c1CC(C)(C)OC2,104.0,13.4,-0.8,-2.1,-10.0,-1.9,-8.4,0.1,5.0
COc1ccc(C2=NOC(C(=O)NCc3ccccc3)C2)cc1 (centres undefined),·,-8.4,0.2,-4.0,27.9,-2.6,-7.1,-6.0,·
COC(=O)c1ccc(COc2ncnc3ccccc23)o1,97.0,7.9,-1.6,0.8,2.6,-1.9,-3.7,5.8,-2.0
O=C(Nn1c(SCc2ccccc2F)nc2ccsc2c1=O)c1ccccc1,94.0,-6.3,-1.0,3.1,13.5,-3.8,-9.0,1.0,-2.0
O=[N+]([O-])c1ccc(-n2nncc2-c2ccccc2)cc1,106.0,9.4,-0.2,-2.8,19.5,-1.4,-5.7,-2.1,0.0
CCc1nnc(NC(=O)CSc2nc(C3CCCCC3)nc3ccccc23)s1,101.0,-4.7,-1.4,-3.7,6.5,-1.1,-0.8,-1.3,1.0
O=C(O)c1cc(N=Nc2c(O)[nH]c3ccc([N+](=O)[O-])cc23)ccc1Cl,110.0,-0.4,-2.5,0.4,5.3,-1.8,-8.9,20.6,6.0
COc1ccccc1CCNCc1ccc(OC)c(OCc2ccccc2)c1,126.0,12.0,-4.3,6.0,41.3,-2.7,19.7,-66.9,2.0
CCOc1cc(C(=O)OCC(=O)N(C)c2ccccc2)cc(OCC)c1OCC,101.0,-5.1,0.4,5.3,-8.4,12.2*,-39.4,-0.1,9.0
Cc1cc(C)nc(NC(=NCCc2c[nH]c3ccccc23)NC(=O)Nc2cccc([N+](=O)[O-])c2)n1,92.0,10.6,-0.8,-12.7,19.7,-0.1,2.3,2.5,-4.0
COc1cc2cc(CN(CCc3cccc(C)c3)C(=S)NCCCN3CCOCC3)c(=O)[nH]c2cc1OC,104.0,2.2,-4.4,-1.9,15.1,-2.4,20.7,-64.8,-9.0
CCN=C1SC(C(=O)Nc2cc(Cl)cc(Cl)c2)CC(=O)N1CC (centres undefined),87.0,12.0,-2.1,5.9,-2.4,-2.6,-3.1,-9.3,-5.0
COC(=O)c1ccc(CSc2nnc(N)s2)o1,93.0,10.1,-2.9,-5.5,0.9,-1.8,2.8,-4.5,-5.0
N/C(=N\OC(=O)c1cccc2ccccc12)c1ccc(Br)cc1,95.0,-12.4,-3.7,-2.3,5.7,-3.8,1.8,-0.2,1.0
Cc1ccsc1-c1ccnc(-n2cccc2)n1,·,13.7,-4.3,-1.5,3.9,-1.9,-1.3,0.6,·
O=C(NNc1ccc(F)cc1F)c1c(F)cccc1Cl,103.0,6.1,-2.2,33.0*,-0.6,-0.9,-2.3,-0.2,4.0
O=C(Nc1ccc(S(=O)(=O)N2CCCc3ccccc32)cc1)C1CCCO1 (centres undefined),98.0,-0.4,-2.8,7.3,40.7,-1.7,-19.7,-9.5,4.0

# Exported with values under each structure: entries from further up
# Values run as follows: MEKK2 WT-MEK5	UBC9 SUMO inh	VIM-2 inhibitor	PfM18AAP inh	NALP1 inh	IMP-1 inh	FID counter	HCV NS3 hel inh	MEKK2 mut-MEK5
O=C(O)c1cc(N=Nc2c(O)[nH]c3ccc([N+](=O)[O-])cc23)ccc1Cl
 : 110.0	-0.4	-2.5	0.4	5.3	-1.8	-8.9	20.6	6.0
COc1ccccc1CCNCc1ccc(OC)c(OCc2ccccc2)c1
 : 126.0	12.0	-4.3	6.0	41.3	-2.7	19.7	-66.9	2.0
CCOc1cc(C(=O)OCC(=O)N(C)c2ccccc2)cc(OCC)c1OCC
 : 101.0	-5.1	0.4	5.3	-8.4	12.2*	-39.4	-0.1	9.0
Cc1cc(C)nc(NC(=NCCc2c[nH]c3ccccc23)NC(=O)Nc2cccc([N+](=O)[O-])c2)n1
 : 92.0	10.6	-0.8	-12.7	19.7	-0.1	2.3	2.5	-4.0

# (cont.)
SMILES,MEKK2 WT-MEK5,UBC9 SUMO inh,VIM-2 inhibitor,PfM18AAP inh,NALP1 inh,IMP-1 inh,FID counter,HCV NS3 hel inh,MEKK2 mut-MEK5
Cc1ccc(S(=O)(=O)N2CCN(C(=O)CSc3ccc(F)cc3)CC2)cc1,105.0,13.0,1.2,-2.3,24.6,-1.5,-32.1,-7.1,4.0
CC1Cc2cc(/C(O)=C3/C(=O)C(=O)N(CCN4CCOCC4)C3c3ccc(N(C)C)cc3)ccc2O1 (centres undefined),108.0,6.9,-1.4,19.8,-10.3,-2.4,-63.2,1.1,4.0
CC(=O)Nc1ccc(NC(=O)c2cc[n+]([O-])cc2)cc1,93.0,0.4,0.1,-2.9,6.9,0.7,1.3,3.6,-5.0
CN(C(=O)c1cccnc1)c1nnc(-c2cnccn2)s1,100.0,21.3,-2.5,-1.6,-2.6,-2.4,-4.0,3.3,0.0
O=C1c2cccc3cccc(c23)C(=O)N1CCCSc1ncn[nH]1,92.0,18.2,5.2,4.0,3.1,-1.4,-6.7,-7.6,-4.0
CSCc1cc(N(C)C)nc(SCc2ccc(Cl)cc2Cl)n1,103.0,22.0,-3.1,2.7,-1.4,-2.0,-6.0,-7.0,2.0
Cc1cc(NC(=O)CN2C(=O)NC(CCc3ccccc3)C2=O)no1 (centres undefined),99.0,9.7,-2.4,-8.1,-11.7,-2.9,-1.1,-6.7,1.0
CCN=C1SC(CC(=O)Nc2ccc(C)cc2)C(=O)N1CC (centres undefined),111.0,2.8,-0.9,0.9,5.4,-2.1,-11.0,2.8,12.0
Cc1nnc(NC(=O)C2CCCN2S(=O)(=O)c2ccc(Cl)cc2)s1 (centres undefined),98.0,2.5,0.9,-4.9,6.3,-1.3,0.7,0.0,0.0
COC(=O)c1ccc(/C=C2\N=C(SC)SC2=O)cc1,94.0,-14.6,-2.5,6.4,-14.7,-2.4,-3.5,4.5,14.0
